# M4 PAM: potentiates acetylcholine response at human M4 receptor. P08173. AID 624126. activation, % at 3 µM. 0.4% of 360,000 active. CHO-K1 hM4/Gqi5, Fluo-8 calcium fluorescence, ACh EC20; 0% = ACh EC20, 100% = maximal ACh;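 active = activation above its plate's cutoff, the mean activation of sample wells plus 3 SD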; also: some results filed as inactive read as strong as hits
# Target sequence (P08173 whole entry, looked up): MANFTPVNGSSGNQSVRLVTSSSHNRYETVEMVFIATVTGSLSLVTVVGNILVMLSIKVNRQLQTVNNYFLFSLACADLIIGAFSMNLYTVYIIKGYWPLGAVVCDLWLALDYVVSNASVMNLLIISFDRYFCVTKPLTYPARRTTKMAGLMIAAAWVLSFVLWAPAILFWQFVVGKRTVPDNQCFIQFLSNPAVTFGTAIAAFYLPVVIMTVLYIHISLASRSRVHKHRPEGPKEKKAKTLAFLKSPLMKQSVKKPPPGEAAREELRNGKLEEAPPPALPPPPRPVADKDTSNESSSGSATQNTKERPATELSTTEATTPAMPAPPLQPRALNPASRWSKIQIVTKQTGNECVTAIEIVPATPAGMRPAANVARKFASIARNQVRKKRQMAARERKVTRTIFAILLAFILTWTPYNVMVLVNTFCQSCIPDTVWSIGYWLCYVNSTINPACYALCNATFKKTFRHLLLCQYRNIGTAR
# MEKK3 PB1 HTS: MEKK3-MEK5 PB1 interaction, increase or decrease; Q99759; bead-based flow cytometry, Alexa488-MEK5 binding to MEKK3; actives lie on both sides; 0 = blocked by unlabeled MEK5, 100 = vehicle; binding response (% of control), % at 10 µM; 1.4% of 290,000 active; AID 1529;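 active = binding response more than 3 SD above or below the average of its plate-row segment, actives on both sides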;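 also: Alexa488 bead fluorescence after subtracting the streptavidin-only scavenger bead signal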
# Target sequence (Q99759 whole entry, looked up): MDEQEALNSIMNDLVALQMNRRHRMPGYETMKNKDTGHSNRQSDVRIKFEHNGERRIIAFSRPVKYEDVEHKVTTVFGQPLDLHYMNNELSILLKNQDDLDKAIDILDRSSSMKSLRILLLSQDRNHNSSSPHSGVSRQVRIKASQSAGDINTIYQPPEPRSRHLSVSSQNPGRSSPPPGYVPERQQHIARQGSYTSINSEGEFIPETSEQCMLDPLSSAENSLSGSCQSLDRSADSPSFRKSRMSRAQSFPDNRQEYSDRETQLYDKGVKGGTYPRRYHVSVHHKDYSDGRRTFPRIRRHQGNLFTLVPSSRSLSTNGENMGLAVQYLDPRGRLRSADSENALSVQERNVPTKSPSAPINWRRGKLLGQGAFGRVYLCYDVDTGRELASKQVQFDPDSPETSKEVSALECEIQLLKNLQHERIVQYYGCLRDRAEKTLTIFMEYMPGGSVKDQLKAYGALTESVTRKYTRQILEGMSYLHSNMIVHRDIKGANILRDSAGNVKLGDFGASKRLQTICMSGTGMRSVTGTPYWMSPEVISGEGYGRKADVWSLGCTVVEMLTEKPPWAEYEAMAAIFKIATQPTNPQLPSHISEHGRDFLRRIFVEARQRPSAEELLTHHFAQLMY
# IDE inh: inhibitors of human insulin-degrading enzyme in cells. 0.41% of 320,000 active. inhibition, % at 5.59 µM. P14735. HEK cells, FAbetaB cleavage, fluorescence polarization;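 active = percent inhibition above the average of all tested compounds plus 3 SD, set per screening campaign, cut at about 16% in these data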;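 also: IDE supplied by intact live HEK cells; FP after avidin binding of uncleaved biotin substrate so inhibition keeps polarization high; 0% = DMSO wells and 100% = 60 µM reference IDE inhibitor Ii1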
# CRFBP-R2 agonist: agonists of human CRF-binding protein/CRF-R2 receptor complex; HEK293 CRF-R2/CRF-BP, calcium dye fluorescence (FLIPR); percent of saturating CRF peptide response; activation, % at 13.2 µM; 0.46% of 350,000 active; AID 588473;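 active = activation of at least 50%, plus an integration ratio under a set limit after plate pattern correction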;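 also: plate controls were neutral control wells without compound for no effect and CRF at EC100 for full effect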
# PHOSPHO1 inh: blocks human PHOSPHO1 phosphatase activity. recombinant PHOSPHO1, absorbance phosphatase assay. inhibition, % at 13.3 µM. 1.1% of 290,000 active; in the data active = inhibition above about 60%
# CRFR2-BP antag: blocks CRF-induced signaling of the CRF-BP/CRF-R2 complex; HEK293 CRF-R2/CRF-BP, CRF-induced calcium fluorescence; inhibition, % at 11.8 µM; 0.59% of 350,000 active;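 active = inhibition of the ligand-induced calcium signal above about 50% at the single tested concentration, limit read from the data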
# pCIP destab: p/CIP protein destabilization; Q05BA5; F442A p/CIP-EGFP cells, EGFP fluorescence, 16 h; decrease of EGFP signal, % at 10 µM; 0.01% of 290,000 active; AID 1984;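 active = EGFP signal decrease of at least 30% at 10 µM or well 3 SD below plate mean, unless failing retest; inactive = the rest, including hits failing retest or dose response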; also: some compounds called inactive have numbers as strong as hits; many of its hits are not listed in these tables
# GalR3 antagonist: human GalR3 antagonism | O60755 | HEK293 GalR3-CNG cAMP membrane potential fluorescence; galR3 body fused to GalR1 C-terminus | inhibition, % at 3 µM | 0.44% of 360,000 active | AID 651719;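 active = inhibition above the screen-wide average plus 3 SD, cut at about 13% in these data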;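 also: forskolin and galanin both at EC90 stimulate the cells; cAMP rise reported by CNG channel membrane potential dye signal; 0% = forskolin plus galanin with DMSO and 100% = forskolin alone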
# IDE act: activators of human insulin-degrading enzyme in cells; P14735; HEK cells, FAbeta-B cleavage, fluorescence polarization; 0% vehicle, 100% cell-free pure enzyme wells; activation, % at 5.96 µM; 0.073% of 340,000 active;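 active = activation above the mean of all tested compounds plus 3 SD, set per screening campaign, cut at about 17% in these data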
# * = called active by the depositor; x = not tested or not shown.
SMILES,M4 PAM,MEKK3 PB1 HTS,IDE inh,CRFBP-R2 agonist,PHOSPHO1 inh,CRFR2-BP antag,pCIP destab,GalR3 antagonist,IDE act
COc1cccc(CN2CCNC(=O)C2CC(=O)N(C)CCC2CCOCC2)c1OC (stereo unspecified),5,101,-3,-0.3,38,2,-6,5,-1
O=c1c(O)cccc2cc(O)c(O)c(O)c12,1,85,7,0.1,-6,5,0,-7,5
OCCNCCOc1ccccc1F,11,111,-11,0.3,17,2,2,13*,-1
O=C(Nc1ccccc1)c1ccccc1CSc1ccccc1,2,x,1,0.8,x,8,x,-3,-5
COc1ccccc1OCCCCn1ncc2ccc(OC)c(OC)c2c1=O,-6,104,3,-1.6,20,3,2,-10,2
Cc1ccc(CNC(=O)c2ccccc2-n2cnnn2)cc1,-9,102,2,0.6,33,9,3,-7,4
O=C(COC(=O)CCSc1ccc(Cl)cc1)NCc1ccccc1Cl,9,107,4,0.3,-7,19,3,-1,7
CN1CCN(CCOc2ccc(Cl)c(Cl)c2)CC1,18,102,-2,1.5,12,19,5,-4,-3
COc1ccc(Cl)cc1C(=O)NNC(=O)COC(=O)CCN=C1NS(=O)(=O)c2ccccc21,2,x,9,4.0,x,-14,x,-4,0
CCCNc1nc(=S)n(-c2ccccc2)c(C)c1C(C)=O,-5,96,1,0.2,32,-6,-8,1,2
Cc1cc(C)c2ccc(=S)[nH]c2n1,6,102,-10,-0.4,1,4,-8,2,3
COc1ccccc1/C=C/C=N/NC(=O)Cc1cccn1C,17,89,2,-1.6,-12,-8,-1,0,-9
COC(=O)C1=C(C)N(C)C(=O)NC1c1ccccc1 (stereo unspecified),14,102,0,-1.1,6,2,-6,-2,1
Cc1cccc(NC(=O)C(CC(C)C)NC(=O)C2CCC(C)CC2)n1 (stereo unspecified),7,104,2,0.7,-12,-22,0,-8,11
COc1cc(CN2CCN(C(=O)CC(C)C)CC2)cc(OC)c1O,2,99,4,-1.8,37,1,-5,0,0
Cc1ccc(Nc2cccccc2=O)cc1,6,x,-1,-1.2,-8,7,-8,-4,7
COc1cccc(C2=NO[C@@H]3C(=O)N(c4ccc5c(c4)OCCO5)C(=O)[C@H]23)c1OC,5,99,-8,1.5,2,7,-7,0,-6
C/C(Cl)=C/Cn1c(N2CCCC2)nc2c1c(=O)[nH]c(=O)n2C,-6,104,2,-0.5,34,-14,-13,-1,0
COC(=O)c1[nH]c2cccc(C)c2c1NC(=O)CN1CCCc2ccccc21,5,95,1,3.6,3,-9,-2,-4,1
O=C(Nc1cccc(Cl)c1)c1cccc(N2C(=O)C3CC=CCC3C2=O)c1 (stereo unspecified),-11,103,2,-0.6,16,2,-6,-5,3
COc1ccc(OCC(=O)OC(C)CN2CCOCC2)cc1 (stereo unspecified),4,99,4,-0.2,-19,-14,-5,-3,-3
Cc1cccc(NC(=O)CNC(=O)CSc2nc(N)cc(N)n2)c1C,8,x,x,-1.6,x,0,x,-5,1
Cc1sc2nc[nH]c(=O)c2c1-c1ccc(F)cc1,-3,97,-1,-5.0,49,-10,-4,-3,2
COc1ccc(CCNC(=O)c2ccc(Cl)cc2Cl)cc1OC,-6,100,-7,-1.0,15,11,-10,-5,-1
Cc1ccc(-c2nnn(CC(=O)N(Cc3cccs3)C(C(=O)NC3CCCC3)c3ccco3)n2)o1 (stereo unspecified),-1,99,2,-0.1,23,-1,-4,-3,-1

# As entered above:
# GalR3 antagonist with COc1cccc(CN2CCNC(=O)C2CC(=O)N(C)CCC2CCOCC2)c1OC (stereo unspecified) → 5
# pCIP destab with O=C(COC(=O)CCSc1ccc(Cl)cc1)NCc1ccccc1Cl → 3
# CRFR2-BP antag with COc1ccc(Cl)cc1C(=O)NNC(=O)COC(=O)CCN=C1NS(=O)(=O)c2ccccc21 → -14
# IDE act with CN1CCN(CCOc2ccc(Cl)c(Cl)c2)CC1 → -3

# Other entries:
SMILES,M4 PAM,MEKK3 PB1 HTS,IDE inh,CRFBP-R2 agonist,PHOSPHO1 inh,CRFR2-BP antag,pCIP destab,GalR3 antagonist,IDE act
O=C(NNS(=O)(=O)c1ccccc1)C1CCN(S(=O)(=O)c2ccccc2)CC1,0,100,-4,0.0,17,5,1,0,-1
CCOc1cc(N2CCOCC2)c(OCC)cc1NC(=O)C(NC(=O)c1ccco1)C(C)C (stereo unspecified),8,101,3,-0.8,13,10,-6,3,4
COCc1cc(=O)n2[nH]c(N)nc2n1,1,100,-8,-3.2,24,6,1,-3,5
Cc1ccc(-c2nnc(SCC#CCOC(=O)c3ccco3)o2)cc1,-8,97,2,-1.0,14,-7,12,-5,7
O=C1/C(=C/c2ccccc2)Nc2ccccc21,2,x,28*,0.4,18,-5,-2,-6,-13
CCCNC(=O)C1CCC(CNS(=O)(=O)c2cccc3nsnc23)CC1 (stereo unspecified),16*,102,-2,0.1,24,-10,0,1,8
Cc1cccn2c(CN(C)C3CCOC3)c(C(=O)N3CCCCC3)nc12 (stereo unspecified),-5,86,1,1.0,50,3,-3,-6,7
CCc1ccc(NC(=O)Nc2ccc3c(c2)CCC3)cc1,8,105,3,4.4,56,5,-12,-1,6
COc1cccc(C(=O)NC(c2ccccc2)C2CCCC2)c1 (stereo unspecified),7,101,0,2.6,35,16,-5,4,4
O=C(CN(C(=O)CNC(=O)c1cccs1)c1ccc2c(c1)OCCO2)NC1CCCC1,1,107,1,0.8,-7,0,-3,-2,3
COCCNC(=O)CSc1nc2cc3c(cc2c(=O)n1CCCC(=O)NCc1ccc(OC)cc1)OCO3,7,102,4,-0.6,28,9,5,-2,2
O=C(CSc1nc2ccccc2[nH]1)Nc1nc(-c2ccc(Br)cc2)cs1,1,173*,1,3.8,7,-16,-1,-2,-6
c1ccc(Nc2nc(N3CCOCC3)nc(N3CCOCC3)n2)cc1,31*,106,-3,0.7,5,-1,-6,5,1
O=C(O)CCC(=O)Nc1ccc(/C=C/C(=O)C2CC2)cc1,0,105,1,-2.3,3,-9,-10,-3,6
COc1ccccc1NC(=O)c1cccc(NC(=O)c2ccco2)c1,0,94,-1,-0.2,14,-9,-12,1,-1
O=C(NCC1CCCO1)c1cc2c([nH]c3ccccc32)c(-c2cccc(Br)c2)n1 (stereo unspecified),-11,102,1,-1.3,40,-3,-15,-12,2
Cc1nn(-c2ccccc2)nc1CNC(=O)C1CCC1,-8,103,0,0.6,51,-21,0,-1,-1
Cc1cc(C)cc(-n2ccnc2SCC(=O)O)c1,4,x,3,-0.7,-7,-3,8,5,4
O=C(NCCc1ccccc1)C1CC(=O)N(CCc2ccccc2)C1 (stereo unspecified),5,101,8,-0.9,7,-6,-6,5,8
COc1cccc(NC(=O)Nc2cc(Cl)ccc2C)c1,-4,83,-1,0.0,8,10,0,-4,1
Cc1ccc(S(=O)(=O)N2CCC(C(=O)Nc3nnc(COc4ccccc4)s3)CC2)cc1,14,101,x,7.7,-4,12,-7,-4,0
O=C(NNc1cccc(Cl)n1)C(F)(F)F,-3,100,7,0.1,16,-1,-7,-5,0
CCCS(=O)(=O)Nc1c(OC)ccc2c1c(C(=O)OCC)c(C)n2C,6,102,10,0.0,-27,-19,-7,-4,-4
Cc1ccc(Sc2ncccc2C(=O)N(C)Cc2cccs2)c(C)c1,-9,102,0,4.3,39,-1,-5,-10,0
Cc1ccc(S(=O)(=O)N2CCC(C(=O)OC(C)C(=O)NCc3ccccc3)CC2)cc1C (stereo unspecified),-3,100,0,1.0,16,-8,-3,-3,4

# Continuation.
SMILES,M4 PAM,MEKK3 PB1 HTS,IDE inh,CRFBP-R2 agonist,PHOSPHO1 inh,CRFR2-BP antag,pCIP destab,GalR3 antagonist,IDE act
Cc1ccc(Cl)cc1N1CCN(C(=O)c2cn(C)c(=O)c3c2c2ccccc2n3C)CC1,2,102,-1,-0.8,-13,-35,6,-4,6
Cc1cccc(NC(=O)COC(=O)c2cc3ccccc3oc2=O)c1,-2,106,3,-3.9,-13,-17,-1,-7,-1
O=S(=O)(NC1=NCCCCC1)c1ccc(Cl)cc1,1,103,1,-1.9,2,-8,-11,1,2
CCCOc1ccc(Cc2c(Cl)nc(SC)nc2OC)cc1,-4,93,0,5.8,3,-6,-12,-6,0
Cc1ccc(Cl)cc1N1CCN(C(=O)C2CCCN(S(=O)(=O)c3cnc[nH]3)C2)CC1 (stereo unspecified),6,106,3,0.8,-6,-13,-12,x,-8
O=C(c1cccc(S(=O)(=O)N2CCOCC2)c1)N(Cc1nnc(-c2ccccc2Cl)o1)C1CC1,1,x,3,-1.5,x,15,x,-4,5
O=C1OCCC1Sc1nc2ccccc2s1 (stereo unspecified),4,100,-1,0.5,43,-4,-11,-4,-3
Cc1ccc2ccc(C)[n+](CCCS(=O)(=O)[O-])c2c1,5,98,2,2.6,-2,-36,0,0,5
COc1ccc(N(CC(=O)N/N=C/c2ccc(C(=O)O)cc2)S(=O)(=O)c2ccc(NC(C)=O)cc2)cc1,22*,99,-3,-1.8,23,-3,1,-3,4
Clc1ccc(C2=CSC3=NCCN23)c(Cl)c1,-3,x,4,-0.2,x,-2,x,-2,2
O=C(O)c1cc(-c2c[nH]c3ccccc23)nc2cc3ccccc3cc12,1,101,2,x,32,x,-3,-6,x
COc1ccc(C(=O)Nc2ncc3c(n2)CC(c2ccco2)CC3=O)cc1 (stereo unspecified),8,107,4,7.1,13,-6,-10,0,4
NC(=O)c1ccccc1O,-3,80,2,0.5,4,17,-4,x,-2
O=C(C1=C(O)C(=O)N(CCCn2ccnc2)C1c1ccccc1)c1ccco1 (stereo unspecified),15,99,2,-0.6,18,-7,4,x,3
COc1cc(C(=O)OCC(=O)N2CCCC2)cc(OC)c1OC,4,103,3,-2.3,-75,18,0,0,1
O=C(Cn1c(-c2ccccn2)nc2ccccc21)N/N=C/c1cccnc1,-6,127,0,-1.3,32,-9,-8,-5,x
CCOc1cc(C2NC(=O)NC(C)=C2C(C)=O)cc(Cl)c1OCC(=O)O (stereo unspecified),-4,98,-2,-0.6,-7,15,6,-3,2
Cc1cccc(N(C(=O)CNC(=O)c2ccco2)C(C(=O)NC2CCCC2)c2cccnc2)c1 (stereo unspecified),-4,95,-1,-1.2,16,3,6,-1,4
CCOCCCn1c(=NC(=O)c2cccs2)c(C#N)cc2c(=O)n3ccccc3nc21,0,90,-2,2.9,-8,2,0,-3,7
O=C(CN1C(=O)NC2(CCCCC2)C1=O)Nc1cccc(S(=O)(=O)N2CCCC2)c1,6,x,-6,-1.0,x,-4,x,-1,5
O=C1CNC(=S)N1c1nc(-c2ccccc2)cs1,7,96,2,3.6,9,-26,-7,4,-2
CC(C)(C)c1ccc(C(=O)N2CCC(=O)N(C(CO)Cc3ccccc3)CC2)cc1 (stereo unspecified),-1,94,4,51*,-6,-7,-22,-5,-2
CC1CCCN(CCCNC(=O)c2ccc(N3CCCC3=O)cc2)C1 (stereo unspecified),-6,97,0,1.6,36,-8,-12,-5,6
COc1ccc(CCNc2oc(COc3ccccc3)nc2C#N)cc1,-4,x,2,-2.3,26,50,-20,-5,3
c1ccc2c(c1)nnn2Cn1nnc2ccccc21,-2,x,x,2.1,x,-10,x,-6,x
CC(C)[C@H](NC(=O)c1ccccc1)C(=O)NC1CCCCCCC1,2,x,-2,1.4,x,11,x,-6,0
CCC(C)NC(=O)c1cc(Sc2nnc(C)s2)nc2ccccc12 (stereo unspecified),x,107,6,x,4,x,-1,-6,x

# Fetched one by one from the entries so far:
SMILES,M4 PAM,MEKK3 PB1 HTS,IDE inh,CRFBP-R2 agonist,PHOSPHO1 inh,CRFR2-BP antag,pCIP destab,GalR3 antagonist,IDE act
COc1cccc(C2=NO[C@@H]3C(=O)N(c4ccc5c(c4)OCCO5)C(=O)[C@H]23)c1OC,5,99,-8,1.5,2,7,-7,0,-6
CCCNC(=O)C1CCC(CNS(=O)(=O)c2cccc3nsnc23)CC1 (stereo unspecified),16*,102,-2,0.1,24,-10,0,1,8
O=C(Cn1c(-c2ccccn2)nc2ccccc21)N/N=C/c1cccnc1,-6,127,0,-1.3,32,-9,-8,-5,x
